D1 ag: Allosteric Agonists of the Human D1 Dopamine Receptor: qHTS; activation, % at 2 µM; actives 1% (n = 360,000); HEK293 T-REx D1 cells, calcium flux, agonist mode; in the data active = activation above about 30%; note: 0% is about no effect
Target sequence (P21728 whole entry, looked up): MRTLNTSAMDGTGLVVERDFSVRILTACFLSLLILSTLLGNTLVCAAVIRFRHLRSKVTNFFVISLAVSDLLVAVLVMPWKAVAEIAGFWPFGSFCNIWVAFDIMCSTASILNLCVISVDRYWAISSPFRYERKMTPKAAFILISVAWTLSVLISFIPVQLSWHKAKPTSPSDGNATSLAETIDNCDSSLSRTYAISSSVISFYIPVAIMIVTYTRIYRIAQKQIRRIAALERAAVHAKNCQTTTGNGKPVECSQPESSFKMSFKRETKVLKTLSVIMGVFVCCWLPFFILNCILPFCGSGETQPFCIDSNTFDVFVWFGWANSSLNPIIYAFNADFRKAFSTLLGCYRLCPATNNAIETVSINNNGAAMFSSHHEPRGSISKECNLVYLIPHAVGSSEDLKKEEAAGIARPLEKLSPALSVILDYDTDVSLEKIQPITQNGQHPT
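Tetracycline-induced HEK293 TREx D1 cells, force-coupled to calcium signalling, were dye-loaded with a no-wash calcium kit. Compound was pin-added after a 10 s baseline. Fluorescence was read kinetically at 1 cycle/s for 180 s, with calcium rises flagged as agonism.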
D2 potentiator: HTS Assay for Positive Allosteric Modulators of the Human D2 Dopamine Receptor: Primary Screen for Potentiators; potentiation, % at 10 µM; D(2) dopamine receptor (Homo sapiens), P14416; HEK293 T-REx D2, calcium flux, EC20 dopamine potentiation; AID 485347, 2010; actives 0.34% (n = 340,000);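 active = potentiation over 3 SD above the plate norm, cut at about 30% in these data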; note: 0% is about no effect
Target sequence (P14416 whole entry, looked up): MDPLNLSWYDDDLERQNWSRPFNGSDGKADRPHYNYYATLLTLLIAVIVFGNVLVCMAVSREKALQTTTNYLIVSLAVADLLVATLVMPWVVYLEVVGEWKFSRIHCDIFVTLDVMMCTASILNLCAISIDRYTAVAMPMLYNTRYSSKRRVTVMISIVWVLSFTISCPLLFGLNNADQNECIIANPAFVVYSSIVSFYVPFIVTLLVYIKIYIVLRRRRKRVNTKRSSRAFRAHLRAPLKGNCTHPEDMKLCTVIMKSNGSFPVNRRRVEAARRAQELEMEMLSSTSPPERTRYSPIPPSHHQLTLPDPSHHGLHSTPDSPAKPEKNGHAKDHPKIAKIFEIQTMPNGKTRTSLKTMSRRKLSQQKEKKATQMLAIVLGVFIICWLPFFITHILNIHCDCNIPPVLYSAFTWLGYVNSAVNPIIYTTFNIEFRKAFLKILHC
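Cells plated with tetracycline inducer and held overnight at 30 C; calcium dye loaded 30–90 min at room temperature; baseline taken, compound added and read 180 s; EC20 dopamine then added and read 180 s.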
Vif-A3F inh: qHTS for Inhibitors of Vif-A3F Interactions: qHTS; HeLa A3F-eYFP + Vif (tagged APOBEC3F with the HIV-1 protein that degrades it), YFP fluorescence increase; Potency, µM (highest dose often 46.1 µM), inactives show at the highest dose activity, negative = active; actives 0.2% (n = 390,000); AID 602313, 2012; note: potency is the fitted concentration of half-maximal effect; % of control where 0% means no effect; nearly all actives have a fitted effect of over 65% in size
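HeLa cells stably expressing A3F-eYFP plus Vif, plated and incubated overnight at 37 deg C, then exposed to compounds overnight at 37 deg C. Blocked degradation read as raised yellow fluorescence (Ex 488/Em 500-530).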
RXFP1 antag: qHTS Assay for Antagonists of the Relaxin Receptor RXFP1; Relaxin receptor 1 (Homo sapiens), Q9HBX9; HEK293-RXFP1, relaxin-stimulated cAMP HTRF, 30 min; stronger effect = lower value; activity change, negative = inhibition, % at 57.5 µM; actives 0.59% (n = 350,000); AID 1259400, 2018;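 active = activity change of -60% or lower, but not beyond a set lower limit; inconclusive = change between -60% and -40%, or beyond the set limit; inactive = change above -40%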; note: % is set by controls: 0 for no effect and ±100 for the full control effect
Glioma ERSR ind: qHTS for Inducers of the Endoplasmic Reticulum Stress Response (ERSR) in Human Glioma: qHTS; U87-MG GRP78 promoter luciferase reporter, 16 h; Potency, µM, inactives show at the top dose activation, usual class: activators; actives 0.02% (n = 420,000); note: potency is the fitted concentration of half-maximal effect; series mostly up to about 76 µM; % of control where 0% means no effect; nearly all actives have a fitted effect of over 35% in size
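Stably transfected U87-MG glioma cells carrying a GRP78-based luciferase sensor; 16 h compound incubation. Luminescence end-point read 10 min after Bright-Glo addition at room temperature.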
D1 potentiator: Potentiators of Human D1 Dopamine Receptor: qHTS | actives 0.036% (n = 360,000) | HEK293 TREx D1 cells, calcium flux, dopamine EC20 potentiation | potentiation, % at 10 µM | AID 504651, 2011; in the data active = potentiation above about 30%; note: 0% is about no effect
RXFP1 ag: qHTS Assay for Agonists of the Relaxin Receptor RXFP1 | Potency, µM (titrated, usually from 57.5 µM), without a hit: at the highest dose activation, actives largely listed as activators | actives 0.3% (n = 370,000) | Relaxin receptor 1 (Homo sapiens), Q9HBX9 | HEK293T-RXFP1 cAMP TR-FRET, 30 min; response scale: percent of porcine relaxin response, buffer zero; note: potency is the fitted concentration of half-maximal effect; % is set by controls: 0 for no effect and ±100 for the full control effect; nearly all actives have a fitted effect of over 60% in size; many of its hits are not listed in these tables
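HEK293T cells stably expressing RXFP1 were pretreated with the PDE4 inhibitor Ro 20174, exposed to compounds for 30 min at 37C, lysed, and cAMP was read by TR-FRET. Data normalized to buffer (basal) and 29 nM porcine relaxin (100%).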
D1 antagonist: Antagonist of Human D 1 Dopamine Receptor: qHTS; D(1A) dopamine receptor (Homo sapiens), P21728; HEK293 TREx D1 cells, calcium flux, dopamine EC80; stronger effect = lower value; activity change, negative = inhibition, % at 10 µM; actives 3.2% (n = 360,000); in the data active = activity change below about -30%; note: % is set by controls: 0 for no effect and ±100 for the full control effect
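Allosteric or orthosteric antagonism assessed as attenuation of the calcium response to EC80 dopamine, added 180 s after compound, in induced HEK293 Trex D1 cells loaded with no-wash calcium dye.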
Vif-APOBEC3G blk: qHTS for Inhibitors of Vif-A3G Interactions: qHTS; DNA dC->dU-editing enzyme APOBEC-3G (Homo sapiens), Q9HC16; HeLa A3G-eYFP + Vif (tagged APOBEC3G with the HIV-1 protein that degrades it), YFP fluorescence, overnight; Potency, µM (top dose mostly 46.1 µM), inactives show at the top dose activity, negative = active, most hits filed as inhibitors; actives 0.076% (n = 410,000); AID 602310, 2012;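 note: potency is the fitted concentration of half-maximal effect; % is set by controls: 0 for no effect and ±100 for the full control effect; nearly all actives have a fitted effect of over 60% in size; hits raise eYFP signal because A3G escapes Vif-driven loss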
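HeLa cells stably expressing Vif and C-terminally eYFP-tagged A3G, seeded overnight at 37 deg C, then exposed to compound by pintool overnight at 37 deg C. Rise in yellow fluorescence (Ex 488/Em 500-530, Acumen) marks blocked Vif-driven A3G degradation.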
The depositor's hits bear a star; ? = inconclusive; nt = no result given; [ ] = dose if it differs, or a comment. Unless noted, calls come from the whole dose curve; as a rule, active = well fitted curve in the direction sought with a large enough effect; inconclusive = small, poorly fitted or top-dose-only effect, or another doubt; inactive = no such curve, though single readings can be large; an effect the other way counts as inactive or inconclusive. Some of the compounds tested. The share of hits here may be higher or lower than overall.

1) CCN1CCN(c2ccc(NC(=O)COc3ccc(Cl)cc3C)cc2)CC1
2) Cc1cc(SCC(=O)Nc2nsc(-c3ccc(C(C)(C)C)cc3)n2)nc2ccccc12
3) CN(CC(=O)NCc1ccccc1Cl)CC(=O)Nc1ccccc1Br
4) CCC(C(=O)NCc1ccccc1Cl)n1c(=O)c2cccn2c2ccccc21 (configuration not stated)
5) O=S(=O)(Nc1ncccn1)c1ccc(NC(=S)Nc2cccc(Cl)c2)cc1
6) Cn1ccnc1SCC(=O)Nc1cccc(O)c1
7) O=C(CNc1ccccc1)NN=C1CCCC1
8) N#CCCCCN1CCCC1

compound no. | 1 | 2 | 3 | 4 | 5 | 6 | 7 | 8
D1 ag | nt | 5 | 1 | -1 | 7 | 0 | 1 | 3
D2 potentiator | nt | 3 | 0 | 4 | 4 | 1 | 4 | 10
Vif-A3F inh | 1% | -2% | -5% | 0% | nt | 2% | 11% | -1%
RXFP1 antag | -2 | -8 | -1 | -16 | nt | 0 | -3 | 1
Glioma ERSR ind | -4% | -1% | -3% | 0% | nt | 3% | 1% | -1%
D1 potentiator | nt | 4 | 0 | -3 | -1 | 0 | 5 | -7
RXFP1 ag | nt | -0.6% | 1.5% | 0.1% | 0.9% | 5.4% | 4.1% | 1.4%
D1 antagonist | nt | 9 | -1 | -23 | -9 | nt | -6 | 4
Vif-APOBEC3G blk | 4% | 10% | 0% | 1% | nt | 1% | 8% | 4%

Part of the list above, limited to D1 ag and D1 potentiator.
cpd	smiles	D1 ag	D1 potentiator
3	CN(CC(=O)NCc1ccccc1Cl)CC(=O)Nc1ccccc1Br	1	0
8	N#CCCCCN1CCCC1	3	-7
6	Cn1ccnc1SCC(=O)Nc1cccc(O)c1	0	0

The results go on.
9) O=C(CCC(=O)N1CCOc2ccccc21)NCCCN1CCCCC1
10) COC(=O)c1ccc(NC(=O)CSc2nc3cccnc3n2C)cc1
11) Cc1ccc(C[n+]2cccc(-c3ccccc3)c2)c(C)c1
12) CCCNc1c(NC(=O)c2ccc(OCCC)cc2)c(=O)oc2ccccc12
13) O=Cc1cn(CCC(=O)O)nc1-c1cccc(Br)c1
14) Nc1ccn(Cc2cccc(Cl)c2)n1
15) O=C(NC1CCCCC1)N(CCN1CCOCC1)Cc1cc2cc3c(cc2[nH]c1=O)OCCO3
16) O=C(c1ccc(Cl)c(S(=O)(=O)N2CCOCC2)c1)N(Cc1nnc(-c2ccccc2Cl)o1)C1CC1

compound no. | 9 | 10 | 11 | 12 | 13 | 14 | 15 | 16
D1 ag | 1 | 9 | 0 | 0 | 3 | 0 | 1 | 0
D2 potentiator | nt | 12 | -7 | 20 | 7 | 1 | 1 | -5
Vif-A3F inh | 2% | 4% | -18% | 4% | -13% | -1% | -1% | ?
RXFP1 antag | 6 | 9 | 12 | -1 | 1 | -13 | 23 | -11
Glioma ERSR ind | -6% | -7% | -6% | -4% | -3% | -2% | -2% | 1%
D1 potentiator | -8 | -7 | -4 | -1 | 4 | -5 | 28 | -5
RXFP1 ag | 4.8% | 8.4% | -0.6% | -0.2% | 2.2% | -2.5% | 3.3% | 1.3%
D1 antagonist | 5 | -28 | 13 | 4 | 11 | -5 | -3 | -3
Vif-APOBEC3G blk | -2% | 3% | 0% | 3% | 0% | -15% | 0% | 1%

17) CC1CCCN(C(=O)c2nn(C)c3c2CS(=O)(=O)c2ccccc2-3)C1 (configuration not stated)
18) COc1ccccc1NS(=O)(=O)c1cn(C)cn1
19) COc1ccc(N(C)S(=O)(=O)c2cccc(C(=O)Nc3cccc(C(=O)NC4CC4)c3)c2)cc1
20) Cc1ccc(CN2CCN(CC(=O)NCc3ccccc3Cl)C2=O)cc1
21) O=C(ONC(=O)C1CCCCC1C(=O)NOC(=O)c1ccccc1)c1ccccc1 (configuration not stated)
22) O=C(COc1cccc2ccccc12)N1c2ccccc2CCc2ccccc21
23) Cn1nc(C(F)(F)F)c(-c2cccc(C(F)(F)F)c2)c1NC(=O)c1nccnc1C(=O)O
24) COc1cc(/C=N/NC(=O)CCC(=O)Nc2ccc(C)cc2)ccc1O

compound no. | 17 | 18 | 19 | 20 | 21 | 22 | 23 | 24
D1 ag | 0 | 7 | 6 | -2 | nt | 5 | 5 | -2
D2 potentiator | -4 | 1 | -4 | 0 | nt | -2 | 6 | -5
Vif-A3F inh | -9% | -11% | -15% | 2% | -6% | 1% | -5% | 4%
RXFP1 antag | 6 | -11 | 2 | nt | -26 | -9 | -4 | -17
Glioma ERSR ind | 1% | -1% | -5% | -2% | 1% | -4% | -4% | -4%
D1 potentiator | -5 | 0 | -14 | 0 | nt | 18 | 3 | -3
RXFP1 ag | -1.3% | 2.7% | -0.3% | -1.3% | nt | -3.2% | -8.2% | -1.0%
D1 antagonist | 18 | 1 | -53* | -1 | nt | -2 | 3 | -2
Vif-APOBEC3G blk | 0% | 0% | -14% | 3% | -1% | -1% | -4% | 0%

25) CCCOC(=O)c1ccc(NC(=O)C(=O)NCCN(CC)CC)cc1
26) O=C(COc1ccccc1Cl)Nc1ccc2oc(-c3ccccc3F)nc2c1
27) C[C@@H]1CN([C@@H](C)CO)C(=O)CCCn2nncc2CO[C@H]1CN(C)C(=O)c1ccccc1
28) COc1ccc(CCN(C)C(=O)CSc2nnc(C3CC3)n2N)cc1OC
29) COC(=O)c1ccc(NC(=O)CCn2cnnn2)cc1
30) CCN(CC(=O)Nc1ccccc1C(F)(F)F)C(=O)CCOc1ccccc1C
31) O=C(NCc1ccccc1)C(=O)Nc1nc(-c2ccccc2)cs1
32) O=C(Nc1sc2c(c1C(=O)O)CCCCC2)c1cccs1

compound no. | 25 | 26 | 27 | 28 | 29 | 30 | 31 | 32
D1 ag | 25 | 1 | nt | 3 | 1 | 17 | 0 | 2
D2 potentiator | -5 | nt | nt | 2 | -1 | -7 | 4 | 7
Vif-A3F inh | 0% | nt | -6% | 7% | -13% | -18% | 3% | -1%
RXFP1 antag | -6 | -1 | 3 | -3 | -12 | -17 | -13 | -13
Glioma ERSR ind | -2% | nt | -3% | -1% | -1% | -2% | 2% | -2%
D1 potentiator | 3 | 4 | nt | 3 | -4 | 2 | 0 | 2
RXFP1 ag | 1.1% | -66%[inhibitor] | nt | 0.1% | 0.8% | 2.5% | -0.2% | 1.3%
D1 antagonist | 1 | 2 | nt | 0 | 4 | -17 | -3 | 20
Vif-APOBEC3G blk | 1% | nt | -5% | 1% | -2% | -6% | -1% | -5%

33) O=C(CNS(=O)(=O)c1ccc(F)cc1)N1CCCCCC1
34) CCOC(=O)CN1N=C(/C=C/c2ccc(C(C)C)cc2)CCC1=O
35) COc1ccc(-c2csc(NC(=O)CSc3nc(C)nc4sc(C(=O)O)c(C)c34)n2)cc1
36) CCC(C)[C@H](NC(=O)Nc1ccc(S(N)(=O)=O)cc1)C(=O)OC (some centres not stated)
37) CC(C)c1cc(-c2cc(-c3ccc(Cl)cc3)on2)nc(NCC2CC2)n1
38) COc1cc2c(cc1OC)[C@@H]1Cc3cc4c(cc3[C@H](C2)N1C)OCO4
39) Cc1cccc(NC(=O)CCN2CCOCC2)c1
40) Cc1ccc(-c2nc(C)sc2CC(=O)OCC(=O)Nc2c(F)cccc2F)cc1

compound no. | 33 | 34 | 35 | 36 | 37 | 38 | 39 | 40
D1 ag | 1 | 4 | -1 | 1 | 11 | -1 | 2 | 1
D2 potentiator | -4 | -1 | 3 | 7 | -10 | -5 | -7 | -2
Vif-A3F inh | -3% | -1% | 1% | 8% | 0% | -2% | 5% | -13%
RXFP1 antag | 8 | ? | -11 | 5 | nt | nt | 0 | -6
Glioma ERSR ind | 1% | 3% | -2% | -1% | 1% | -1% | -3% | -5%
D1 potentiator | -5 | -4 | -3 | -8 | 6 | -3 | -7 | -2
RXFP1 ag | 0.5% | 5.8% | 3.9% | 2.0% | 0.0% | 1.9% | 0.4% | 0.6%
D1 antagonist | 7 | 7 | 9 | -22 | 34 | -9 | 1 | -2
Vif-APOBEC3G blk | -5% | -7% | 7% | 0% | -3% | 0% | 0% | -9%

41) O=C(NCCS(=O)(=O)N1CCN(c2ccccc2F)CC1)c1ccc(Br)cc1
42) COc1cc(CC(=O)NCc2ccccn2)cc(OC)c1OC
43) COc1ccc(NC(=O)C(=O)NNC(=O)C(C)Oc2ccc(Cl)cc2Cl)cc1 (configuration not stated)
44) CC(C)c1cc(C(=O)NC2CCCc3c2cnn3-c2ccccc2F)no1 (configuration not stated)
45) O=C(Cn1nnc(-c2ccccc2)n1)NC(=O)NC1CCCC1
46) S=C(Nc1ccc(Br)cc1Cl)N1CCCC1
47) O=C(/C=C/c1ccc2ccccc2n1)N1CCN(S(=O)(=O)c2ccc(F)cc2)CC1

compound no. | 41 | 42 | 43 | 44 | 45 | 46 | 47
D1 ag | 2 | 1 | 4 | 7 | 0 | 4 | 5
D2 potentiator | 12 | 4 | 13 | -7 | -5 | -2 | 9
Vif-A3F inh | 4% | 1% | -3% | 5% | -11% | 10% | 0%
RXFP1 antag | -3 | 6 | 5 | 11 | 3 | -2 | -1
Glioma ERSR ind | 1% | -3% | 2% | 12% | 0% | 3% | -2%
D1 potentiator | 6 | 2 | 0 | -8 | -1 | 0 | -3
RXFP1 ag | -0.2% | 2.3% | -4.5% | 2.9% | -0.1% | 6.0% | 2.3%
D1 antagonist | 10 | 5 | 2 | -16 | -7 | 1 | -18
Vif-APOBEC3G blk | 8% | -1% | 2% | -2% | -9% | -2% | -26%
